# HTT aggregate: inhibitors of mutant huntingtin aggregate formation in PC12 cells. PC12 HttQ103-GFP aggregates, Acumen cytometry, 40 h. AID 1688. Potency, µM (series often up to 46.1 µM), without a hit: at the top dose activity change, negative = inhibition, hits mostly inhibitors. actives 1.1% (n = 220,000); also: potency is read from the fitted curve at half-maximal effect; % is scaled to controls: 0 for no effect and ±100 for the full control effect; nearly all actives have a fitted effect of over 60% in size
#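 Using laser scanning cytometry, GFP-positive aggregates were counted after lysis of PC12 cells induced with 100 nM tebufenozide to express HTT exon 1 Q103–GFP. Compounds were tested in titration.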
# GAA spleen mod: inhibits or activates alpha-glucosidase in human spleen homogenate. P10253. human spleen homogenate, 4-MU-alpha-glucoside fluorescence. Potency, µM (titrated, usually from 79.9 µM), for inactives: at the top dose activity change, negative = inhibition, hits mostly inhibitors. actives 0.006% (n = 240,000);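 also: potency is read from the fitted curve at half-maximal effect; 0% = enzyme with vehicle and -100% = no enzyme basal signal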
#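 AC50 values come from Hill-equation fits of concentration-response data, normalized to no-enzyme and full-activity controls. Enzyme source: 1 ug human spleen homogenate; 1 mM fluorogenic 4-MU glucoside, pH 5.0 citrate buffer, 37 C, 40 min.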
# CBFb-RUNX1 inh: CBF-beta/RUNX1 interaction disruption. Q01196+Q13951. AID 1477. AlphaScreen CBFb-His/RUNX1-biotin binding, biochemical. Potency, µM (titrated, usually from 59.8 µM), for inactives: at the top dose activity, negative = inhibition, actives largely listed as inhibitors. 230,000 tested, under 10 active; also: % of control where 0% means no effect
#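 Room-temperature protein-protein interaction test with 30 nM each of His-tagged CBF-beta and biotinylated RUNX1, 15 min with compound, then 90 min with nickel plus streptavidin beads. Signal read in AlphaScreen mode.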
# HTT ATP protect: protects HTT-Q103 PC12 cells, measured by ATP; PC12 HTT-Q103 induced, cytoprotection, ATP luminescence, 40 h; Potency, µM (top dose mostly 56.4 µM), for inactives: cytoprotection (ATP increase), usual class: activators; AID 1471; actives 0.14% (n = 230,000);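 also: potency is read from the fitted curve at half-maximal effect; % of control where 0% means no effect; nearly all actives have a fitted effect of over 45% in size; toxic huntingtin expression switched on by the ecdysone agonist tebufenozide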
#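 PC12 cells stably carrying ecdysone-inducible Htt exon 1 (Q103)–GFP were induced with 100 nM tebufenozide (final) alongside library compounds in a dose series. Cytoprotection was scored as retained ATP by ATPlite luminescence.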
# Lamin A splicing: changes lamin A minigene splicing in HeLa cells | HeLa LMNA splicing GFP/RFP minigene ratio, 48 h | actives 0.01% (n = 200,000) | Potency, µM (series often up to 46.1 µM), without a hit: at the highest dose ratio change, negative = inhibition, hits mostly inhibitors; active = well fitted inhibition curve with a large enough effect in the signal ratio, with a control signal flat, not every such curve was filed as active; inconclusive = small, poorly fitted or top-dose-only effect, or effect the other way, or a change in a side signal; the % refers to the signal ratio; also: potency is read from the fitted curve at half-maximal effect; % is scaled to controls: 0 for no effect and ±100 for the full control effect
#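 Read-out is the ratio of GFP to DsRed2 object intensity, acquired by 488 nm laser-scanning cytometry on HeLa lamin A-EGFP minigene reporter cells. Compound incubation 48 hrs at 37 °C in Opti-MEM with 2% FBS; DMSO 0.5% final.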
# GAA inhib: blocks human lysosomal alpha-glucosidase. Potency, µM (series often up to 76.9 µM), without a hit: top-dose activity change, negative = inhibition, actives largely listed as inhibitors. AID 1466. actives 0.005% (n = 200,000). purified human GAA, 4-MU-alpha-glucoside fluorescence. P10253;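 also: potency is read from the fitted curve at half-maximal effect; plate controls were uninhibited enzyme wells for no effect and no-enzyme background for full effect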
#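 AC50 values come from Hill fits of compound titrations (up to 77 uM) against 4 nM human enzyme. Substrate 4-methylumbelliferyl-alpha-D-pyranoside at 400 uM, pH 5.0 citrate buffer, 20 min room temperature; fluorescence Ex 365/Em 440 after alkaline stop.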
# GAA glycogen: inhibitors or activators of human alpha-glucosidase glycogen cleavage; P10253; recombinant GAA, glycogen substrate, Amplex Red glucose oxidase fluorescence; Potency, µM (titrated, usually from 76.4 µM), for the others: at the top dose activity change, negative = inhibition, actives largely listed as inhibitors; actives 0.38% (n = 300,000);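 also: potency is read from the fitted curve at half-maximal effect; 0% = full enzyme reaction and -100% = no-enzyme basal signal; the screen sought inhibitors and activators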
#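 Natural-substrate format: glycogen cleavage by 4 nM human enzyme, glucose read by Amplex Red coupling (Ex 573, Em 610 nm). Normalized to enzyme and no-enzyme controls.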
# * = called active by the depositor; ? = inconclusive; · = not tested or not shown; & = joins results of further samples; [ ] = another dose, or the depositor's remark. Unless noted, calls follow the shape of the dose curve; as a rule, active = well fitted curve in the direction sought with a large enough effect; inconclusive = small, poorly fitted or top-dose-only effect, or another doubt; inactive = no such curve, though single readings can be large; an effect the other way counts as inactive or inconclusive. A portion of the library, so the mix of outcomes need not match the whole.
SMILES,HTT aggregate,GAA spleen mod,CBFb-RUNX1 inh,HTT ATP protect,Lamin A splicing,GAA inhib,GAA glycogen
CCCOC1CCCN(C(=O)CCc2nnc(Cc3cccc(C)c3)o2)C1 (stereo not given),-2.8%[9.22 µM],0.8%,6.4%,0.4%[10 µM],?,2.2%,15.9%
O=c1[nH]c(=O)n(CCC2=CCCCC2)c(O)c1/C=N/Nc1cccc2ccccc12,13.0%[9.22 µM],5.4%,?,12.0%[10 µM],·,·,-28.3%
Cc1ccc(Cn2nnnc2CN2CCC(n3nnc4ccccc43)CC2)cc1,11.7%,-7.0%,-0.6%,-23.4%[10 µM],-13.6%,-3.6%[15.4 µM],3.9%
Cc1nc2sccc2c(=O)n1-c1ccccc1Cl,-8.6%,-10.7%,0.0%,14.3%,8.9%,-11.3%,2.3%
C[C@@]12CC[C@H]3[C@@H](CC[C@]4(O)C[C@H](O)CC[C@@]34C=O)[C@]1(O)CC[C@@H]2C1=CC(=O)OC1,·,11.6%[29.1 µM],4.3%[21.7 µM],1.2%[40.3 µM],?,·,·
O=C1c2ccccc2C(=O)N1Cc1nc2ccccc2c(=O)n1-c1ccc(Br)cn1,-0.8%,-0.3%,3.8%,-15.0%,8.8%,8.5%,-9.7%
Cn1cccc1CN1CCN(C(=O)COc2ccccc2)CC1,4.7%,-8.4%,-7.6%,-18.8%,0.9%,-6.4%,1.8%
CN(N=O)c1cc(O)ccc1O,·,5.8%,·,-12.5%[1.9 µM],?,·,·
NC(Cc1nc2ccccc2[nH]1)c1ccc(Cl)cc1 (stereo not given),21.2%[9.22 µM],1.8%,-0.4%,23.1%[10 µM],·,·,4.6%
O=C1NC(=O)C(=C/C=C/c2coc3ccc(Br)cc3c2=O)C(=O)N1,-0.6%[9.22 µM],-3.0%,-20.0%,1.1%[10 µM],9.2%[46 µM],?,7.1%
Cc1ccc2c(c1)C1CN(C)CCC1N2C(=O)c1cccnc1Cl (stereo not given),4.4%[9.22 µM],-6.8%,18.1%,2.6%[10 µM],·,·,3.0%
Cn1c(O)c(/C=N/N2CCOCC2)c(=O)[nH]c1=S,8.6%[9.22 µM],-0.4%,7.6%,4.2%[10 µM],·,·,9.4%
CN1CCN(C(=O)COc2ccc(C(C)(C)C)cc2Br)CC1,-7.1%,-3.1%,-3.0%,-5.4%[0.074 µM],14.9%,7.8%,-2.5%
CCCC[N+]12CCC(CC1)C(Cc1ccccc1)C2 (stereo not given),9.1%[9.22 µM],1.9%,3.4%,9.5%[10 µM],·,·,9.2%
Nc1ccc2c3c(cccc13)CC2,10.4%,-11.0%,?,-30.4%,?,3.8%,25.1µM*
O=C1/C(=C/c2cccnc2)N2CCC1CC2,-4.7%,-16.4%,-3.1%,23.1%,·,4.0%,8.2%
Cc1c(C(=O)C(=O)N2CCC3(CC2)OCCO3)c2ccccc2n1C,11.6%,-15.8%,0.1%,-20.2%,·,-1.6%,0.1%
CCOC(=O)C(O)(c1ccc(NC(=S)NC(=O)c2ccc(Cl)cc2Cl)cc1)C(F)(F)F (stereo not given),12.7%,11.7%,?,5.2%[10 µM],?,1.3%,0.2%
CCOP(=O)(Cc1cc(C(=O)CC)c(C)o1)OCC,0.01µM*,-7.0%,8.5%,·,·,·,-2.3%
CC(C)(C)C(=O)OC[N+](C)(C)CCOC(=O)C(O)(c1ccccc1)C1CCCC1 (stereo not given),-0.8%[9.22 µM],0.7%,3.1%,-2.8%[10 µM],?,2.2%,4.1%
O=C1NC(=S)N(c2ccc(F)cc2)C(=O)/C1=C\c1ccoc1,-7.1%,2.0%,?,?,·,-2.0%,-26.1%
CCOC(=O)c1ccc2c(c1)n(Cc1ccccc1)c(C)[n+]2CC,-4.3%,-17.1%,2.0%,-19.8%,0.9%[46 µM],10.9%,-24.1%
CCCCNC(=O)Nc1ccc(C(O)(C(=O)OC)C(F)(F)F)cc1 (stereo not given),-13.4%,5.2%,2.0%,1.4%,-5.4%,4.5%,13.7%
O=C(/C=C/c1ccc2c(c1)OCO2)c1c(O)n(CCC2=CCCCC2)c(=O)[nH]c1=O,21.6%,-1.8%,17.5%,30.4%[10 µM],-9.7%,-6.1%,14.2%
CCOc1cc(C2C(C#N)=C(N)Oc3c2c(=O)oc2ccccc32)ccc1OC(=O)c1cccs1 (stereo not given),-8.9%,-17.5%,0.8%,21.4%[10 µM],?,-4.6%,-4.1%

# New compounds follow:
SMILES,HTT aggregate,GAA spleen mod,CBFb-RUNX1 inh,HTT ATP protect,Lamin A splicing,GAA inhib,GAA glycogen
CN1C(=O)C(=Cc2ccc(N3CCOCC3)o2)C(=O)N(C)C1=O,8.8%,-1.6%,?,·,2.1%,0.1%,1.5%
O=c1c2ccccc2ncn1-c1ccc([N+](=O)[O-])c(C(F)(F)F)c1,-16.0%,3.8%,-4.3%,6.3%[10 µM],-6.1%,-5.8%,3.4%
CC(=NC1CCN(Cc2ccccc2)CC1)c1c(O)n(C)c(=O)n(C)c1=O,3.3%,7.5%,5.2%,-18.1%,1.2%,-1.2%,6.2%
CCOC(=O)C1C(=O)N(C)C2(C)CC1c1ccccc1O2 (stereo not given),17.4%,-11.1%,3.1%,10.5%,9.4%,-2.9%,4.0%
COCc1cc(C)c(C#N)c(=S)[nH]1,1.3%,-12.2%,-1.2%,-14.3%,-0.6%,-4.2%,?
S=c1[nH]c2ccccc2[nH]1,20.9%,-2.8%&6.8%,2.1%,-17.6%&10.7%,·,1.2%,-16.6%
Cc1cc(OC(=O)N2CCCCC2)c(C(C)C)cc1[N+](C)(C)C,·,3.8%,13.7%,-35.8%[inhibitor],·,·,·
C[C@@H](N)[C@@H](O)c1ccc(O)c(O)c1,0.0%,0.4%,·,4.2%,?,·,·
CCCCCCCCc1ccc(O)cc1,·,0.1%,16.5%[21.7 µM],-45.2%[inhibitor],·,·,·
CC/C(=C(\c1ccc(O)cc1)c1ccc(OCCN(C)C)cc1)c1ccccc1,·,-12.1%,-16.9%,·,?,-15.2%[15.4 µM],-1.5%
CCOP(=O)(OCC)C(NC(=O)Nc1ccc(C)c(Cl)c1)c1ccccc1 (stereo not given),-15.7%,-8.9%,9.4%,·,?,-1.9%,-6.8%
O=c1[nH]c(=O)n(-c2ccc(F)cc2)c(O)c1C=NCCN1CCCCC1,-6.9%[9.22 µM],5.3%,-1.7%,10.8%[10 µM],·,?,3.6%
CCOC(=O)C(O)(c1ccc(NC(=O)NC)cc1)C(F)(F)F (stereo not given),11.3%[9.22 µM],-1.9%,8.9%,13.8%[10 µM],·,·,0.0%
O=C1NC(=O)N(CCc2ccc(F)cc2)C(=O)/C1=C/C=C/c1ccccc1,24.9%[9.22 µM],5.4%,10.1%,-49.4%[inhibitor][10 µM],·,·,0.7%
O=C(NC(c1ccc(Cl)cc1)P(=O)(Oc1ccccc1)Oc1ccccc1)OCc1ccccc1 (stereo not given),12.1%,-8.0%,5.3%,-10.7%[10 µM],-1.9%,5.2%,-1.1%
CCCCOP(=O)(OCCCC)/C(C#N)=C(/C)O,-4.0%,-5.2%,5.6%,-8.5%,17.1%,-3.1%,-2.2%
CCOP(=O)(OCC)C(NC(=O)c1cccc(C)c1)C(Cl)(Cl)Cl (stereo not given),-7.5%[9.22 µM],-5.2%,11.1%,3.5%[10 µM],·,-2.2%,7.2%
COc1ccc(CCNCc2sccc2C)cc1OC,-2.3%,·,-8.9%,-34.3%[inhibitor],·,4.0%,7.4%
Cc1ccsc1C(=O)C1CCCN(Cc2sc(N(C)C)nc2Cl)C1 (stereo not given),33.8%[9.22 µM],-4.3%,5.7%,22.5%[10 µM],·,4.3%,-6.4%
CN(C)c1nc(-c2ccccc2)[n+](C)s1,-17.0%,6.4%,-0.5%,-12.0%,?,?,4.4%
COc1ccc(CCNc2oc(-c3ccc(OC)c(OC)c3)nc2P(=O)(OC)OC)cc1OC,-6.8%,-2.0%,-4.5%,-17.7%[10 µM],6.9%,-5.4%,?
COc1ncccc1C(=O)NCC(CC(=O)O)c1ccccc1 (stereo not given),-7.5%,-0.4%,2.9%,-10.5%,0.8%,?,5.3%

# Some of the entries so far, as tab-separated lines.
structure	HTT aggregate	GAA spleen mod	CBFb-RUNX1 inh	HTT ATP protect	Lamin A splicing	GAA inhib	GAA glycogen
O=C1NC(=O)N(CCc2ccc(F)cc2)C(=O)/C1=C/C=C/c1ccccc1	24.9%[9.22 µM]	5.4%	10.1%	-49.4%[inhibitor][10 µM]	·	·	0.7%
O=C(NC(c1ccc(Cl)cc1)P(=O)(Oc1ccccc1)Oc1ccccc1)OCc1ccccc1 (stereo not given)	12.1%	-8.0%	5.3%	-10.7%[10 µM]	-1.9%	5.2%	-1.1%
CCCCOP(=O)(OCCCC)/C(C#N)=C(/C)O	-4.0%	-5.2%	5.6%	-8.5%	17.1%	-3.1%	-2.2%
CCOP(=O)(OCC)C(NC(=O)c1cccc(C)c1)C(Cl)(Cl)Cl (stereo not given)	-7.5%[9.22 µM]	-5.2%	11.1%	3.5%[10 µM]	·	-2.2%	7.2%
COc1ccc(CCNCc2sccc2C)cc1OC	-2.3%	·	-8.9%	-34.3%[inhibitor]	·	4.0%	7.4%
Cc1ccsc1C(=O)C1CCCN(Cc2sc(N(C)C)nc2Cl)C1 (stereo not given)	33.8%[9.22 µM]	-4.3%	5.7%	22.5%[10 µM]	·	4.3%	-6.4%
CN(C)c1nc(-c2ccccc2)[n+](C)s1	-17.0%	6.4%	-0.5%	-12.0%	?	?	4.4%
COc1ccc(CCNc2oc(-c3ccc(OC)c(OC)c3)nc2P(=O)(OC)OC)cc1OC	-6.8%	-2.0%	-4.5%	-17.7%[10 µM]	6.9%	-5.4%	?
COc1ncccc1C(=O)NCC(CC(=O)O)c1ccccc1 (stereo not given)	-7.5%	-0.4%	2.9%	-10.5%	0.8%	?	5.3%
